Compound activity: PubChem, several laboratories
Anthrax LF inh2 = blocks Bacillus anthracis lethal factor protease; P15917; multiplex microsphere protease cleavage assay, LF; 360,000 tested, 0.12% active; inhibition, % at 10 µM; further: plate controls were buffer without enzyme for full effect and enzyme alone for no effect
Target sequence (P15917 whole entry, looked up): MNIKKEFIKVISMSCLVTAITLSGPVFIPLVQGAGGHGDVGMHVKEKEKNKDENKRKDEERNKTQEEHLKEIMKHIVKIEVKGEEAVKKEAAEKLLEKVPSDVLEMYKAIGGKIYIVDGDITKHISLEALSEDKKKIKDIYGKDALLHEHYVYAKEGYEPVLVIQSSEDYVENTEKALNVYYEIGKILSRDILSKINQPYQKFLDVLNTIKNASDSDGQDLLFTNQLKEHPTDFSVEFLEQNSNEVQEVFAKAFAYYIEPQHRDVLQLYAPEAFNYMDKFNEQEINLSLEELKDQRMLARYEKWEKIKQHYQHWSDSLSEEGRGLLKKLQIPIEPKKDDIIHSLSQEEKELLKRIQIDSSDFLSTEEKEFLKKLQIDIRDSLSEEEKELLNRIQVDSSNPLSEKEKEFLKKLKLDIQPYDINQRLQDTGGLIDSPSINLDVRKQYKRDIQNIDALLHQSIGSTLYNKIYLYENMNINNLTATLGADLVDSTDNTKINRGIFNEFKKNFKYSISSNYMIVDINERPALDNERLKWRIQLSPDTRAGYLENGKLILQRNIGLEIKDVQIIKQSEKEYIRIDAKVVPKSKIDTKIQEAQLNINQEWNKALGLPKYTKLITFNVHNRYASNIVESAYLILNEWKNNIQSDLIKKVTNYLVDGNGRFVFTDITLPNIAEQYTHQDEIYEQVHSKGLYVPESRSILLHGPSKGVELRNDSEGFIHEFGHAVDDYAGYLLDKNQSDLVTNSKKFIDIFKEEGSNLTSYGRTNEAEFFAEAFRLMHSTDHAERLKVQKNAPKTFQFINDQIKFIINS
BH1578 lux ind = induces V. cholerae light production without autoinducers; V. cholerae BH1578 lux reporter, luminescence, 6 h; activation, % at 18.7 µM; 350,000 tested, 0.16% active; AID 588436; in the data active means activation mostly above about 9.7%, no sharp cut-off; inconclusive means no clear call, values can overlap the other calls; inactive means mostly below about 3.7%; further: not every result past the cut was called active; inactives centre near 0; reference of the scale not given here
BoNT-A LC inh2 = inhibitors of Botulinum neurotoxin A light chain protease. multiplex microsphere protease substrate cleavage, flow cytometry. inhibition, % at 10 µM. 360,000 tested, 0.17% active; further: plate controls were buffer without enzyme for full effect and enzyme alone for no effect
PfHsp40 yeast = compounds rescuing yeast from Plasmodium falciparum HSP40 toxicity; growth rescue, % at 12.5 µM; 340,000 tested, 0.68% active; AID 504582; S. cerevisiae expressing PfHsp40, growth rescue, ATP luminescence; in the data active means growth rescue above about 28%, passing the limit was not always enough; inconclusive means no clear call, values can overlap the other calls;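 further: yeast W303a lacking pdr1 and pdr3 grown in galactose medium; growth measured after three days at 30 °C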
SSB-PriA inh = inhibitors of Klebsiella pneumoniae PriA binding to SSB C-terminal tail; AlphaScreen SSBct-PriA binding, biotinylated peptide; inhibition, % at 33 µM; 430,000 tested, 0.6% active; AID 1272365; in the data active means inhibition mostly above about 37%, no sharp cut-off; inactive means mostly below about 20%;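 further: plate controls were negative control peptide for no effect and reference peptide for full effect; strong numbers were not always called active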
TcdB inh = TcdB glycohydrolase inhibition | AID 652162 | TcdB glycohydrolase enzymatic assay, plate reader | inhibition, % at 9.99 µM | P18177 | 350,000 tested, 0.24% active; in the data active means inhibition above about 10%
Y pestis TopoI = blocks Yersinia pestis topoisomerase I activity; 360,000 tested, 0.064% active; activity, % at 10 µM; Y. pestis Topo-I cleavage product accumulation, plate reader; AID 504884; in the data active means activity above about 50%, passing the limit was not always enough; inconclusive means no clear call, values can overlap the other calls; further: inactives centre near 2
SARS 3CLpro inh = SARS-CoV 3CLpro protease inhibition | P0C6X7 | recombinant SARS-CoV 3CLpro, quenched FRET peptide cleavage | inhibition, % at 6 µM | 290,000 tested, 0.14% active | AID 1706; in the data active means inhibition above about 12%
PrPC TRFRET = reduces human prion protein on the cell surface. cell surface PrPC, TR-FRET read-out. P04156. 370,000 tested, 0.43% active. inhibition, % at 13.8 µM; in the data active means inhibition above about 24%; further: 0% = median of the test wells and 100% = reference compound wells
Numbers without * were called inactive; i = inactive; ? = inconclusive; . = no result given; & = joins results of further samples. Unless noted, no stated cut-off is given here; in the data, active means inhibition above about 30%; inconclusive means no clear call, values can overlap the other calls; inactive means below that. Some of the compounds tested; the hit share may differ from the screen's.

SMILES	Anthrax LF inh2	BH1578 lux ind	BoNT-A LC inh2	PfHsp40 yeast	SSB-PriA inh	TcdB inh	Y pestis TopoI	SARS 3CLpro inh	PrPC TRFRET
Cc1cccc(CS(=O)(=O)c2cn(CC(=O)N3CCOCC3)c3ccccc23)c1	-2	-0.8	1.3	0.6	-3	-0.7	-5	-1	6
CCCNC(=O)c1ccc(N2CCC3(CC2)CC(c2ccccc2)=NO3)c(NC(=O)c2ccco2)c1	1	-0.6	-0.4	2.3	9	2.2	0	3	-11
COc1ccccc1OCCNC(=O)c1cccc(S(=O)(=O)N2CC(C)OC(C)C2)c1 (stereo not given)	6	i	0.3	-0.3	-2	-0.6	6	0	3
Oc1cc(O)cc(/C=C/c2ccc(O)c(O)c2)c1	-2	i	-1.4	-2.7	0	10*	-18	.	-2
CO/N=C/c1ccc(N2CCN(C(=O)c3ccc(F)cc3)CC2)c([N+](=O)[O-])c1	-8	-0.2	-0.6	-0.6	.	.	-4	6	-22
CC1(C)CC(NC(=O)c2ccc(Cl)c(Cl)c2)CC(C)(C)N1	-27	i	-30	-0.9	7	1.3	-4	2	-7
CCOc1ccc(OCC)c(NC(=O)CSc2nnc(C3CC3)n2CC)c1	2	-0.6	-0.7	-0.4	-2	0.5	0	3	-1
O=C(N[C@@H](Cc1ccccc1)C(=O)OCc1ccccc1)c1nc[nH]c1C(=O)N1CCc2ccccc2C1	-4	-3.7	0.5	0.1	4	0.0	28	.	-2
Cc1ccc(C)c(NC(=S)NC23CN4CN(CN(C4)C2)C3)c1	-3	-0.4	-0.4	-0.7	-1	1.9	4	7	-4
CCN1CCN(CCCNC(=O)CN2C(=O)c3cccnc3Oc3ccc(Cl)cc32)CC1	-2	-0.2	-0.1	-0.8	-8	1.1	0	-5	-3
Cc1cccc(N2CCN(S(=O)(=O)c3c(C)nc4scc(C)n4c3=O)CC2)c1C	-1	-0.4	0.8	5.6	5	1.3	43	1	2
NC(=O)c1ccccc1-c1nc(-c2ccccc2)no1	-10	-17	0.5	0.5	-8	.	9	3	-5
Cc1ccc(C(=O)N2CCCC(Nc3cccc(F)c3)C2)cc1N1CCNC1=O (stereo not given)	2	-0.3	1.7	-0.8	-5	6.6	21	2	-2
CC(C)C(NS(=O)(=O)c1cccc2nsnc12)C(=O)NC1CCCCC1C (stereo not given)	-1	i	0.2	0.5	-8	.	-5	0	.
COc1ccc(OC(=O)c2ccncc2)cc1	-8	-6.7	0.3	0.1	-6	.	-8	-8	-4
CCOCCCn1c(=S)[nH]c2cc(C(=O)NC3CCCC(C)C3C)ccc2c1=O (stereo not given)	-2	-0.3	-0.3	2.6	-21	-0.3	-6	1	1
O=C(NN=C1CCCC1)c1ccc(O)cc1O	-11	i	0.3	-0.9	-11	0.9	-4	4	-5
CCOc1ccccc1C(=O)NCC(=O)NCC(C)(C)N1CCOCC1	6	i	-2.7	-0.7	-19	0.7	5	.	0
O=C(CNC(=O)c1cc(Cl)cc([N+](=O)[O-])c1)NC1CC1	2	i	-0.3	-1.0	-1	0.5	7	.	-37
COc1ccc(C2c3ccsc3CCN2C(C)=O)cc1 (stereo not given)	-7	-0.1	-1.3	-0.3	-5	0.6	6	-2	-4
O=C1N=C(N2CCOCC2)S/C1=C\c1cccs1	-3	-1.3	-1.5	-0.7	-5	2.0	0	2	-19
CCCCCCCN1C2=NCCCN2c2ccccc21	0	i	-0.2	0.3	-16	1.3	5	-1	11
CSc1nnnn1-c1ccc(Cl)cc1	-4	i	0.1	0.2	-5	0.7	7	5	-8
C=CCn1c(-c2cccc(Cl)c2)n[nH]c1=S	-1	1.1	0.2	1.1	7	.	5	3	5
COc1ccc(C2CC(c3ccccc3OC(=O)/C=C/c3ccccc3)=NN2C(C)=O)cc1 (stereo not given)	6	-0.6	-1.7	4.0	-4	0.5	11	-1	0
Cc1ccc(NC(=O)CSc2ncn[nH]2)cc1S(=O)(=O)N1CCOCC1	-3	-1.6	-1.4	-0.5	-13	5.7	-3	1	7
CCN(CC)CCNC(=O)/C(=C/c1cn(C)c2ccccc12)NC(=O)c1ccc(OC)c(OC)c1	-7	-0.7	?	0.6	2	1.0	-2	-1	2
Cc1ccccc1NC(=O)c1cccc(N2C(=O)C3CCCCC3C2=O)c1 (stereo not given)	-11	i	-3.3	0.9	-10	0.3	2	-9	-6
Cc1cc(C(=O)NC(=S)Nc2ccccc2N2CCOCC2)ccc1[N+](=O)[O-]	0	i	0.3	1.7	7	.	8	-5	-1
CCC(CC)N1CCN(C(=O)c2cc(OC)c(OC)c(OC)c2)CC1	3	1.0	1.8	0.3	-3	-1.3	2	4	6
CCN(CC)c1ccc(N/C(N)=N/c2nc(C(F)(F)F)cc(=O)[nH]2)cc1	-5	-1.8	-1.5	1.5	.	-2.5	1	2	0
CS(=O)(=NS(=O)(=O)c1ccc(Cl)cc1)c1ccccc1 (stereo not given)	-4	i	?	1.7	0	-1.6	-2	-3	9
O=C(NCC1CC1)c1ccc(-n2ccnc2)c2ccoc12	1	-0.3	-0.2	.	.	-11	0	.	8
CCOc1ccccc1Nc1ncnc2ccccc12	-4	0.3	-0.4	0.4	-20	.	11	2	0
CC(=O)Nc1ccc(NC(=O)C2CCCN2S(=O)(=O)c2cccc3nsnc23)cc1 (stereo not given)	-3	i	-0.6	0.7	6	0.7	-12	4	-28
COc1ccc(CCNC(=O)CC(NS(=O)(=O)c2ccc(NC(C)=O)cc2)C(C)C)cc1OC (stereo not given)	0	7.1	-0.1	0.6	8	.	-2	-3	-4
CC(NC(=O)c1cc(S(=O)(=O)N2CCOCC2)ccc1N1CCCC1)c1ccc(Cl)c(Cl)c1 (stereo not given)	.	-0.3	.	-0.5	-7	0.9	10	.	-2
CC(C)N1CC2=C(C1=O)C(c1ccc(O)cc1)NC(=O)N2C (stereo not given)	-5	i	-1.1	-0.5	-8	-1.0	-3	2	-1
CCC1CCCCN1C(=O)Cn1c(C(=O)OC)cc2sc(Cl)cc21 (stereo not given)	1	1.5	1.5	-1.0	-1	.	-7	3	-8
COc1cc(C=NNc2ccccc2[N+](=O)[O-])cc(OC)c1OC	-7	i	0.5	.	.	1.9	-4	.	-2
O=C(CSc1nncs1)Nc1ccc(N2CCCCC2)cc1	-1	-0.3	0.1	-0.2	-4	0.0	2	.	7
Cc1cccnc1NC(=O)Nc1cccc(Cl)c1	-4	i	-1.6	1.0	0	1.4	1	1	-4
COc1cccc(CNc2ccc(N3CCCCC3)cc2)c1OC	-9	i	-1.0	0.0	57	.	2	3	-7
O=[N+]([O-])c1cccc(S(=O)(=O)N2CCCC2)c1	-2	-0.6	3.0	0.7	-1	.	-11	0	-19
COC(=O)c1ccc(COc2cccc3c2CCN(Cc2ccccc2)C3=O)o1	-4	-0.2	-2.2	0.9	-10	.	35	3	-4
Nc1nonc1-n1nnc(C(=O)N/N=C/c2ccccn2)c1CNc1ccccc1	-1	-0.2	-1.6	-2.0	.	2.5	-6	-9	0
O=C(O)CNC(=O)C(Cc1ccccc1)NC(=O)OCc1ccccc1 (stereo not given)	-4	-0.4	-1.9	-0.7	-14	-0.3	7	4	1
OCCNCc1cc(Br)ccc1OCc1ccccc1Cl	-3	-0.1	-0.3	-1.2	-2	.	0	1	-9
CC(C)CC(COCc1ccc(Cl)cc1)N1CCN(C(=O)c2ccc(C(F)(F)F)cc2)CCC1=O (stereo not given)	-8	-5.3	-0.1	24	-5	1.8	2	4	4
CCCCn1c(SCC(=O)OCC)nc2c(sc(=S)n2-c2ccccc2OC)c1=O	-6	i	-1.1	2.8	3	0.8	15	1	5
COC(=O)C(CCSC)NC(=O)c1cn(-c2ccc(OC)cc2)c(=O)c2ccccc12 (stereo not given)	-8	-1.2	-1.4	-1.2	2	0.4	8	0	4
CCOC(=O)Cc1csc(NC(=O)c2sc3nc4cc(C)ccc4cc3c2N)n1	4	-0.2	3.8	1.3	-7	-0.5	22	-7	-1
C[C@H](CO)N1C[C@H](C)[C@@H](CN(C)Cc2ccccc2)Oc2c(NS(=O)(=O)c3ccccc3)cccc2C1=O	4	1.0	0.2	-1.6	3	-6.8&-0.3	12	.	0
CCn1c(N2CCN(C(c3ccccc3)c3ccccc3)CC2)nc2c1c(=O)[nH]c(=O)n2C	0	i	0.6	0.1	-7	2.6	5	.	-1
Cc1cccc(Cc2cnc(NC(=O)c3ccc(C)o3)s2)c1	-2	-0.6	-0.5	7.4	-15	.	6	-1	18
CCC(C)NC(=O)C1c2ccccc2C(=O)N1Cc1ccc(F)cc1 (stereo not given)	2	i	-2.9	0.1	-10	0.4	-1	2	2
COc1ccc2c(CCNC(N)=S)c[nH]c2c1	7	-0.4	-0.6	-1.0	1	1.3	-4	-1	-1
CC(=O)N1CCc2cc(S(=O)(=O)CCC(=O)Nc3c(C)n(C)n(-c4ccccc4)c3=O)ccc21	3	-7.9	1.6	-0.1	-2	.	-5	-6	3
Cc1cc(C)c(C(=O)CC2(O)C(=O)Nc3ccccc32)cc1C (stereo not given)	2	i	-0.4	-0.9	-18	.	4	-3	0
Cc1cc(F)ccc1S(=O)(=O)Nc1ccccc1C(=O)NCc1ccccn1	1	i	-0.3	-1.3	-4	0.9	0	-2	-7

Next part.
SMILES	Anthrax LF inh2	BH1578 lux ind	BoNT-A LC inh2	PfHsp40 yeast	SSB-PriA inh	TcdB inh	Y pestis TopoI	SARS 3CLpro inh	PrPC TRFRET
CCCN(CC(=O)Nc1ccccc1C)C(=O)c1ccc(S(=O)(=O)N2CCCCCC2)cc1	-1	i	-5.3	0.0	2	0.4	16	0	-6
CC(C)c1ccc(-c2csc3nc[nH]c(=O)c23)cc1	-8	i	0.0	2.0	-7	0.9	14	1	3
Cc1nnc(SCC(=O)N2CCCCC2)n1CC1CCCO1 (stereo not given)	4	-0.3	-2.0	-0.8	-8	.	-4	6	5
CN1CCc2c(sc(NC(=O)c3ccc(S(=O)(=O)N4CCCC4)cc3)c2C(N)=O)C1	-1	0.2	4.5	-0.3	-24	3.3	15	-11	-16
CC(=O)c1ccc(NC(=S)Nc2cccc3cnccc23)cc1	-6	i	0.2	-0.1	8	-0.3	2	-7	-7
CCOc1ccc(C(=O)NCCN2CCOCC2)cc1	2	i	-0.4	-1.1	3	1.0	5	3	-7
CCOC(=O)c1c(NC(=O)CCl)sc(C(=O)N(CC)CC)c1C	-2	-0.3	0.0	-1.0	-16	.	-4	12	-4
CC(=O)NC1=NC(=O)C(C)S1 (stereo not given)	6	-0.7	0.2	-1.5	-11	.	4	-8	-6
C=CC(=O)NCC1OCCc2ccccc21 (stereo not given)	-14	-0.2	-0.2	-0.3	-12	0.6	-10	5	-3
O=C(CNc1cccc(S(=O)(=O)N2CCCC2)c1)Nc1cccc(F)c1	.	i	.	-0.4	-6	0.6	9	.	14
Cc1cccc(C(=O)NNC(=O)CSc2nnc(C3CC3)n2C)c1	17	-0.4	-3.0	0.9	9	0.5	-2	-3	-2
CN(C)c1ccc2c(=O)cc[nH]c2c1	-4	.	-0.6	.	.	1.9	.	.	10
